697 NFkB inh = lowers PMA/ionomycin-induced NF-kB signal in 697 B cells; 697 B-cell NF-kB luciferase reporter, 16 h; inhibition, % at 4 µM; actives 0.33% (n = 330,000); in the data active = inhibition above about 35%
Jurkat NFkB inh = lowers PMA/ionomycin-induced NF-kB signal in Jurkat cells | actives 0.53% (n = 330,000) | AID 435003 | PMA/ionomycin-induced NF-kB luciferase reporter, luminescence | inhibition, % at 4 µM; in the data active = inhibition above about 50%
CXCR6 inh = blocks human CXCR6 beta-arrestin recruitment; CHO-K1 PathHunter CXCR6 beta-arrestin, luminescence; inhibition, % at 20 µM; actives 0.36% (n = 360,000); AID 602244; in the data active = inhibition above about 34%, passing the limit was not always enough;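 also: antagonist mode with CXCL16 agonist at 10 nM final; 0% = 10 nM CXCL16 with DMSO and 100% = unstimulated wells without agonist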
Target sequence (O00574 whole entry, looked up): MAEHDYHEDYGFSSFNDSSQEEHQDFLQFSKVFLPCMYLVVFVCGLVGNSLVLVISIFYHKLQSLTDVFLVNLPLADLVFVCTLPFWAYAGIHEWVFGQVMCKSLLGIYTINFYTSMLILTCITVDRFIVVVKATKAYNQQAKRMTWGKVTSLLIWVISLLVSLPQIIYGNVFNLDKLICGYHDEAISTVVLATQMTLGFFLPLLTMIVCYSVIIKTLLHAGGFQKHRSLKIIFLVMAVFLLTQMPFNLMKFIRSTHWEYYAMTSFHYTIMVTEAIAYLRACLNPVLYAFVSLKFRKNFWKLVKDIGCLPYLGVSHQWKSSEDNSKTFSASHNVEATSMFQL
EBI2 block = EBI2 (human) antagonism | inhibition, % at 5 µM | actives 0.81% (n = 360,000) | AID 651636 | EBI2 beta-arrestin recruitment, luminescence, 7a,25-OHC stimulated; in the data active = inhibition above about 38%;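 also: enzyme fragment complementation signal reports receptor beta-arrestin coupling in cells; 0% = agonist plus DMSO wells and 100% = wells without agonist; some results beyond the cut were filed as inactive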
APJ antagonist = APJ receptor antagonism. inhibition, % at 20 µM. actives 0.32% (n = 330,000). AID 2521. CHO-K1 APJ beta-arrestin complementation, luminescence;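 active = inhibition above about 40% at 20 µM, limit read from the data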;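 also: cells challenged with 10 nM apelin-13 agonist together with compound; plate controls were apelin-13 plus DMSO wells for no effect and DMSO wells lacking apelin-13 for full effect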
Target sequence (P35414 whole entry, looked up): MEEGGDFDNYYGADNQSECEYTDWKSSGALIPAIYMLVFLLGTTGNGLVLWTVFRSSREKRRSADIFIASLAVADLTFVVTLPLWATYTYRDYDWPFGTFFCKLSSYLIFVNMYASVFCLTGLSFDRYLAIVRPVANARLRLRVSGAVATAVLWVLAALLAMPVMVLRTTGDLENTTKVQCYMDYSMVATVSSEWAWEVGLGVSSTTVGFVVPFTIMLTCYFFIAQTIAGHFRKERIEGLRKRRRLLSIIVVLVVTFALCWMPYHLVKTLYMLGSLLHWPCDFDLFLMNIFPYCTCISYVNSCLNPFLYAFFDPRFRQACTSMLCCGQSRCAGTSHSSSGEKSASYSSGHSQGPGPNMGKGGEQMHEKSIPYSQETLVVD
UBC13 polyUb = blocks human UBC13 polyubiquitin chain formation | TR-FRET | P61088 | actives 0.47% (n = 330,000) | inhibition, % at 20 µM; in the data active = inhibition above about 45%, passing the limit was not always enough
CCR6 antagonist = CCR6 (human) receptor antagonism. P51684. CHO-K1 CCR6 PathHunter beta-arrestin, luminescence, CCL20-stimulated. inhibition, % at 20 µM. actives 0.49% (n = 340,000). AID 493098;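 active = compounds whose inhibition of the agonist-driven luminescence signal at 20 µM reaches about 50%, limit read from the data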;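 also: cells stimulated with CCL20 at 14 nM final; plate controls were DMSO with CCL20 for no effect and DMSO without agonist for full effect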
Target sequence (P51684 whole entry, looked up): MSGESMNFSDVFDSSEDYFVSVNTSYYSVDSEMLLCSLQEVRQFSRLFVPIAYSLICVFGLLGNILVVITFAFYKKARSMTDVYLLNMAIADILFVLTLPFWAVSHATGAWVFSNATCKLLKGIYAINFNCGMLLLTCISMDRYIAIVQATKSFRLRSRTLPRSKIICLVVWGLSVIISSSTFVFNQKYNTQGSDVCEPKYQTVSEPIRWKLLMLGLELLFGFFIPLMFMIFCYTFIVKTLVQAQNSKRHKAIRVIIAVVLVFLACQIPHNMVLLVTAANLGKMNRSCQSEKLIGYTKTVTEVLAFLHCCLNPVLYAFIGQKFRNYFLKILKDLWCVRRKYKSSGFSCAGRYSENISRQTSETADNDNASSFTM
Gli-Sufu block = antagonists of Gli-Sufu signaling; actives 0.74% (n = 340,000); inhibition, % at 5 µM; Sufu-KO-LIGHT fibroblasts, Gli luciferase reporter luminescence;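 active = inhibition above about 55%, limit read from the data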;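 also: 0% = DMSO-treated cells and 100% = wells with medium but no cells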
Numbers without * were called inactive; / = no result given.

SMILES	697 NFkB inh	Jurkat NFkB inh	CXCR6 inh	EBI2 block	APJ antagonist	UBC13 polyUb	CCR6 antagonist	Gli-Sufu block
CC[C@]12c3[nH]c4ccccc4c3CCN1C(=O)C(CC(=O)NCC13CC4CC(CC(C4)C1)C3)C[C@@H]2C(=O)N1CCN(C(=O)c2ccco2)CC1 (stereo partly specified)	-7	13	9	14	-5	14	8	13
O=C(NNC(=O)C1CCCCC1)C(=O)NC1CCCCC1	-5	3	1	-5	11	-7	-14	-1
O=C(Cc1c(F)cccc1Cl)N/N=C/c1cccs1	2	-9	2	-18	5	-7	10	-7
Cc1ccnc(SCC(=O)c2cccc([N+](=O)[O-])c2)n1	-7	-8	1	-16	-11	-18	-10	-6
CC1=CC(=O)[C@@H](OC(=O)Nc2ccc(C)cc2)[C@@H](c2ccccc2Br)N1C	/	/	4	-5	/	/	-4	4
C=CC[C@@H](CC(=O)N[C@@H](CO)Cc1ccccc1)C(=O)N[C@H](COC(=O)[C@@H](CC=C)Cc1ccc(F)cc1)Cc1ccccc1	-2	1	3	2	9	-16	11	0
CCc1nc(C)ccc1OCC(=O)NCCCN(C)C	-13	-6	-6	2	-20	-8	-3	-6
COc1ccc(/C=C(/C(=O)c2ccc(Cl)cc2Cl)n2cncn2)cc1	-5	0	1	-7	-1	6	-3	-3
Cn1ncc(Cl)c1C(=O)Nc1cccc(Cl)c1	1	-12	7	-1	12	-1	26	-14
O=C(c1ccccc1)N1N=C(c2ccco2)CC1c1cccs1 (stereo unspecified)	6	21	6	-16	24	-8	8	6
Cc1ccc(S(=O)(=O)NC(=O)NCCc2ccccc2)cc1	19	-6	6	2	12	3	4	-13
O=C(Nc1nc(-c2ccccc2)cs1)c1cccc([N+](=O)[O-])c1C(=O)O	19	0	6	-15	23	2	17	-6
Cc1ccc(C)c(C(=O)c2c(C)nc3sccn23)c1	-10	-7	-2	-13	-6	-4	6	-3
Cc1ccc(C(=O)NC(C)c2nc3ccccc3n2CC(=O)Nc2c(C)cc(C)cc2C)cc1 (stereo unspecified)	16	11	/	/	5	0	/	/
Cc1ccc2c(C)c(C(=O)N(Cc3cccs3)C3CCS(=O)(=O)C3)oc2c1 (stereo unspecified)	-43	-1	4	13	-23	-4	-2	-1
CC1=C(C(=O)Nc2ccc(C)cc2)C(c2cccs2)NC(=S)N1 (stereo unspecified)	7	-5	4	-3	0	4	7	-11
O=C(CSc1ccccn1)N1CCc2ccccc21	-93	-94	2	-7	4	0	-2	-81
CCOc1ccc(NC(=O)c2c(NC(=O)CNCCN3CCOCC3)sc3c2CCC3)cc1	-19	-3	13	16	18	-4	20	31
COc1ccc(C(=O)COC(=O)CCS(=O)(=O)c2ccc(C)cc2)c(OC)c1	1	-1	5	6	15	-4	19	0
COc1ccc(OCC(=O)Nc2ccc3oc(=O)ccc3c2)cc1	-30	-28	4	6	6	-2	3	-17
Cc1cc(C(C)(C)C)ccc1OCCOCCN1CCCC1	-14	-16	2	-10	3	9	-5	7
CS(=O)(=O)c1ccc(N2CCOCC2)c(S(C)(=O)=O)c1	4	-2	-2	-5	3	-8	-8	-6
O=C(Nc1cc(Cl)ccc1Cl)c1cc(-c2ccco2)on1	-8	-37	3	-7	-9	-4	-3	2
O=c1c2cn[nH]c2nc(SCc2ccc3c(c2)OCCO3)n1-c1ccccc1	-3	-11	13	10	7	8	6	1
CCCCOc1ccc(C(=O)Nc2ccc3c(c2)OCO3)cc1	-21	-36	-7	43	-19	5	9	-4
Other structures:
SMILES	697 NFkB inh	Jurkat NFkB inh	CXCR6 inh	EBI2 block	APJ antagonist	UBC13 polyUb	CCR6 antagonist	Gli-Sufu block
Cc1ccccc1OCc1nc2ccccc2[nH]1	-94	-77	-17	-4	7	4	5	-87
Oc1ccc2ccccc2c1CN1CC2CCC(CC2)C1	/	/	-9	6	/	/	1	6
O=C(Nc1ccc2c(c1)OCO2)c1cc(-c2cccnc2)nc2ccccc12	-2	-5	5	-8	0	-9	7	-6
O=C(O)CS(=O)(=O)CC(=O)NCc1cccc(C(F)(F)F)c1	-3	7	-7	-4	-11	5	0	-7
CC(C)CCNC(=O)NC(=O)COc1ncnc2sccc12	13	15	-4	7	16	3	4	0
c1ccc(N2OCC3Cn4c(nc5ccccc54)C32)cc1 (stereo unspecified)	-1	4	4	-2	7	8	4	-5
Cc1ccc2oc(=O)cc(CN3CCOCC3)c2c1	-36	-16	0	-2	-16	-5	15	-10
COc1ccc(S(=O)(=O)N2CCN(c3cc(-c4ccccc4)nc4ncnn34)CC2)cc1	5	18	-5	36	1	1	9	28
CC(C)N(C(=O)CSc1ccc(S(=O)(=O)N2CCCCC2)cn1)c1ccccc1	17	17	6	0	-4	4	11	1
CCn1c2ccccc2c2cc(CC(N)=O)ccc21	8	9	-3	5	6	5	-6	0
CC(=O)Nc1ccc(NC(=O)C(C)OC(=O)/C(C#N)=C/c2ccc(N(C)C)cc2)cc1 (stereo unspecified)	-45	17	7	2	5	-44	15	-5
O=c1oc2ccccc2c2c1ncn2CCN1CCOCC1	18	13	1	-12	7	-6	9	-10
Cc1ccnc2nc(C(=O)Nc3ccc4c(c3)OCO4)nn12	-66	-46	2	0	15	-6	4	2
O=C(CN(CCO)c1ccccc1)Nc1ccc(Cl)c(S(=O)(=O)N2CCOCC2)c1	8	17	2	-4	-3	0	-3	11
CCCCn1nnnc1NCc1ccc(N(CC)CC)cc1	5	-4	-2	-11	-22	-9	-4	0
COc1ccccc1CNCC(O)Cn1c2ccccc2c2ccccc21 (stereo unspecified)	0	9	-16	-19	-26	29	-6	11
CN(c1ccccc1)c1nc(N)c([N+](=O)[O-])c(NC2CCCCC2)n1	-15	6	-1	20	10	7	19	6
COc1ccc(NC(=O)N(C)C[C@H]2Oc3ccc(NC(=O)Cc4ccccc4)cc3C(=O)N([C@H](C)CO)C[C@@H]2C)cc1	-1	-68	-7	-8	4	5	-1	-18
O=C(c1ccc2nc(Cc3cccc(Cl)c3)oc2c1)N1CCOCC1	-55	-45	-12	-2	-5	0	0	5
COc1ccccc1NC(=O)c1ccc(COc2ccccc2OC)o1	-2	8	5	10	12	3	14	8
CC(C)C(=O)Nc1c(-c2cccs2)c(=O)c2ccccc2n1C	6	-5	8	-2	-10	-1	-2	-1
Cc1ccc(SCc2[nH]nc3c2C(c2cccnc2)C(C#N)=C(N)O3)cc1 (stereo unspecified)	12	-12	-6	5	13	-16	4	2
Cc1cc(NC(=O)CSc2nnnn2-c2ccc(C)c(Cl)c2)no1	-6	-2	-2	12	-2	-4	11	-13
CC(C)C(c1nnnn1C1CCCC1)N1CCOCC1 (stereo unspecified)	21	-7	-6	-11	8	9	-12	5
CCOC(=O)C1CCN(CC(=O)Nc2cc(S(=O)(=O)N3CCCCC3)ccc2Cl)CC1	-17	8	-8	-3	-39	0	27	48

Brought forward from above: two compounds, followed by the next part.
SMILES	697 NFkB inh	Jurkat NFkB inh	CXCR6 inh	EBI2 block	APJ antagonist	UBC13 polyUb	CCR6 antagonist	Gli-Sufu block
CC(C)C(c1nnnn1C1CCCC1)N1CCOCC1 (stereo unspecified)	21	-7	-6	-11	8	9	-12	5
CCOC(=O)C1CCN(CC(=O)Nc2cc(S(=O)(=O)N3CCCCC3)ccc2Cl)CC1	-17	8	-8	-3	-39	0	27	48
C[C@@H](NCCCn1ccc(NC(=O)OCc2ccccc2)nc1=O)c1cccc2ccccc12	/	/	15	-2	/	/	30	-2
O=C(NCCCN1CCOCC1)c1cc(-c2ccc(Br)cc2)nc2ccccc12	17	9	4	-5	2	0	20	19
Cc1c(C#N)c2ccccc2n1CC(=O)NCCc1c[nH]c2ccccc12	10	21	-2	29	6	14	9	-3
CC(C)N(C(=O)Cn1cc(SCC(=O)NCC2CCCO2)c2ccccc21)C(C)C (stereo unspecified)	-1	-2	-2	-5	13	-4	5	-12
CCC(=O)NC(Nc1ccccn1)(C(=O)OC)C(F)(F)F (stereo unspecified)	7	-2	2	9	13	-13	-19	-2
Cc1ccc(-c2nnc(N)o2)cc1	-31	6	-1	-8	-20	-1	4	0
CCOc1ccc(S(=O)(=O)n2nnc3ccccc32)cc1C	6	-16	/	/	11	-1	-1	-16
CCn1c2ccccc2c2nnc(SCC(=O)Nc3c(C)n(C)n(-c4ccccc4)c3=O)nc21	-8	-12	0	-14	-4	-17	19	-1
CC(=O)c1c(O)cc(C(C)C)n(-c2ccccc2)c1=O	5	1	-12	-12	-11	8	-14	-1
CCCN=C(N)/C(C(=O)OCC)=C(\O)c1ccc(OC)cc1	10	-7	-6	4	-16	1	6	-6
CCC(CO)Oc1cc(NCc2ccc(C(F)(F)F)cc2)c2ncn(C(C)C)c2c1 (stereo unspecified)	1	8	0	5	6	5	12	10
CCOC(=O)CSC1=N/C(=C/c2ccc(-n3cncn3)cc2)C(=O)N1C(C)=O	6	-8	11	0	-12	13	12	4
O=C1CN(C(=O)CSc2nc3cc(Cl)ccc3c(=O)n2Cc2ccccc2)c2ccccc2N1	-26	13	43*	26	29	-10	56*	4
Cc1c(C(=O)O)cccc1-c1ccc(/C=N/Nc2ccc(Br)cc2)o1	-62	-36	-6	7	-5	-18	7	-41
Cc1nnc(NC(=O)c2cccc(NC(=O)C(C)C)c2)s1	3	-1	4	2	11	9	-14	1
CCc1ccc(Nc2nc(N)nc(CSc3nc4ccccc4s3)n2)cc1	-2	5	-14	-17	-9	7	10	6
COc1ccc(CCNC(=O)/C=C/c2ccc(S(=O)(=O)N3CCOCC3)cc2)cc1	-15	7	4	-3	-5	1	0	-7
O=C(O)c1cc(NCc2ccc(F)cc2)ccc1N1CCOCC1	1	-8	0	1	-12	8	-3	12
Cc1ccc(CN2C3CCCC2CC(NC(=O)c2ccc(C)cc2)C3)cc1 (stereo unspecified)	6	17	4	12	16	13	12	26
CCOC(=O)C1(Cc2cccc(Cl)c2)CCCN(C(=O)c2ccoc2C)C1 (stereo unspecified)	15	-5	7	10	11	-12	17	1
COc1ccccc1-c1nc(SCC(=O)O)n[nH]1	9	1	-14	4	-1	-8	-9	-5
COC(=O)c1cc(S(=O)(=O)NCC2CCN(Cc3ccc(C)cc3)CC2)cn1C	-15	25	-6	-13	5	2	23	-1
COc1ccccc1CNC(=O)COC(=O)c1ccc(C)c(S(=O)(=O)N2CCOCC2)c1	6	6	2	-8	11	1	8	-5
CN1CC[C@@H]2C(=O)N3CCc4ccc(Br)cc4[C@@H]3C[C@@H]21	/	/	2	1	/	/	4	-14
CN(Cc1cccc(F)c1)C(=O)C(c1ccccc1)c1ccccc1	/	/	11	21	/	/	17	5
Next part.
SMILES	697 NFkB inh	Jurkat NFkB inh	CXCR6 inh	EBI2 block	APJ antagonist	UBC13 polyUb	CCR6 antagonist	Gli-Sufu block
COCCn1ccc(O)c(Cc2ccccc2)c1=O	9	-6	-5	8	-14	-4	-13	-6
COc1ccccc1CNC(=O)/C(C#N)=C/c1ccc(OC)c(OC)c1OC	13	-1	8	11	8	4	19	2
CC(=O)c1c(C)[nH]c(C(=O)N2CCc3ccccc32)c1C	11	6	-1	-6	1	6	-9	15
COc1ccc(Cn2nnc3c(=O)[nH]c(C4CCN(S(=O)(=O)c5ccc(C)cc5)CC4)nc32)cc1	-3	12	9	1	13	9	6	-1
C/C(=N\Nc1ncc(Br)cn1)c1cccc([N+](=O)[O-])c1	5	-7	0	-5	-16	-6	9	-3
COC(=O)N/N=C/C1=CCC2CC1C2(C)C (stereo unspecified)	10	6	4	0	4	6	0	-5
CCn1nccc1C(=O)Nc1ccccc1OC	-11	-11	-1	-3	-3	-8	-4	-28
Cc1ccc(S(=O)(=O)NCCC(=O)NC2CCC(C)CC2)cc1 (stereo unspecified)	10	3	-1	-6	7	8	0	8
O=C1c2sc3nc4n(c(=O)c3c2CCC1Br)CCCCC4 (stereo unspecified)	-66	-58	-4	-3	-21	10	4	17
CC(C)CN=CC1=C(O)c2ccccc2C1=O	-103	-66	2	-9	11	11	-1	-17

One compound at a time, from the list above:
CC(=O)c1c(C)[nH]c(C(=O)N2CCc3ccccc32)c1C in the list: 697 NFkB inh: 11; Jurkat NFkB inh: 6; CXCR6 inh: -1; EBI2 block: -6; APJ antagonist: 1; UBC13 polyUb: 6; CCR6 antagonist: -9; Gli-Sufu block: 15
COc1ccccc1CNC(=O)/C(C#N)=C/c1ccc(OC)c(OC)c1OC in the list: 697 NFkB inh: 13; Jurkat NFkB inh: -1; CXCR6 inh: 8; EBI2 block: 11; APJ antagonist: 8; UBC13 polyUb: 4; CCR6 antagonist: 19; Gli-Sufu block: 2
